# Source: PubChem
# TrxR1 substrate – rat thioredoxin reductase 1 substrate activity | purified TrxR1 substrate turnover, NADPH consumption readout | AID 588456 | O89049 | Potency, µM (series often up to 114 µM), for inactives: at the highest dose activity change, negative = substrate turnover | 390,000 compounds, 0.01% hits; further: potency means the concentration at half of the fitted maximal effect; on the % scale 0 is the no-effect control and ±100 the full control effect; nearly all actives have a fitted effect of over 50% in size
#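 Rat TrxR1, dispensed at 90 nM, was prereduced with 400 uM NADPH (final) for 5 min at ~22 deg C, then incubated with compound 15 min before 400 uM selenite. A first-read NADPH fluorescence drop versus no-compound background flagged substrates.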
# GRP78 ERSR act – ER stress response induction in glioma; Potency, µM, for the others: top-dose activation, hits mostly activators; U87-MG GRP78 promoter luciferase reporter, 16 h; 420,000 compounds, 0.02% hits; AID 602332; further: potency means the concentration at half of the fitted maximal effect; series mostly up to about 76 µM; % of control where 0% means no effect; nearly all actives have a fitted effect of over 35% in size
#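 Stably transfected U87-MG glioma cells carrying a GRP78-based luciferase sensor; 16 h compound incubation. Luminescence end-point read 10 min after Bright-Glo addition at room temperature.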
# USP1-UAF1 inh – USP1/UAF1 (human) deubiquitinase inhibition; recombinant USP1/UAF1, Ub-Rhodamine cleavage fluorescence; Potency, µM (doses to about 57.1 µM), for inactives: at the highest dose activity change, negative = inhibition, most hits filed as inhibitors; 390,000 compounds, 0.23% hits; AID 743255; further: potency means the concentration at half of the fitted maximal effect; on the % scale 0 is the no-effect control and ±100 the full control effect; nearly all actives have a fitted effect of over 60% in size; inactives centre near -12
#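 1 nM enzyme complex + cpd, 15 min RT; start with Ub-Rho 150nM final; kinetic fluorescence ex 480/em 540, 6 reads q60 s. Buffer 50mM HEPES pH 7.8, 0.5mM EDTA, 0.1 mg/ml BSA, 1mM TCEP, 0.01% Tween-20.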
# Vif-A3F inh – blocks the Vif interaction with APOBEC3F; HeLa A3F-eYFP + Vif (tagged APOBEC3F with the HIV-1 protein that degrades it), YFP fluorescence increase; 390,000 compounds, 0.2% hits; Potency, µM (highest dose often 46.1 µM), for the others: top-dose activity, negative = active; further: potency means the concentration at half of the fitted maximal effect; % of control where 0% means no effect; nearly all actives have a fitted effect of over 65% in size
#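 HeLa cells stably expressing A3F-eYFP plus Vif, plated and incubated overnight at 37 deg C, then exposed to compounds overnight at 37 deg C. Blocked degradation read as raised yellow fluorescence (Ex 488/Em 500-530).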
# PI4K2A block – inhibitors of human PI4K2A. Q9BTU6. 420,000 compounds, 0.13% hits. activity change, negative = inhibition, % at 76.9 µM. AID 1346378. purified PI4K2A, ADP-Glo luminescence, 1 h; stronger effect = lower value; in the data active means activity change below about -50%; inconclusive means mostly about -30% to -49%;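 further: -100% = wells without enzyme as full effect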
#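 In this quantitative HTS, ADP production by PI4K2A was quantified luminescently after 1 h at ambient temperature; 100 microM adenosine served as plate-quality control.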
# RXFP1 agonist – RXFP1 (human) receptor agonism | HEK293T-RXFP1 cAMP TR-FRET, 30 min; response scale: percent of porcine relaxin response, buffer zero | Q9HBX9 | Potency, µM (highest dose often 57.5 µM), inactives show at the top dose activation, actives largely listed as activators | AID 2676 | 370,000 compounds, 0.3% hits; further: potency means the concentration at half of the fitted maximal effect; on the % scale 0 is the no-effect control and ±100 the full control effect; nearly all actives have a fitted effect of over 60% in size; many of its hits are not listed in these tables
# Target sequence (Q9HBX9 whole entry, looked up): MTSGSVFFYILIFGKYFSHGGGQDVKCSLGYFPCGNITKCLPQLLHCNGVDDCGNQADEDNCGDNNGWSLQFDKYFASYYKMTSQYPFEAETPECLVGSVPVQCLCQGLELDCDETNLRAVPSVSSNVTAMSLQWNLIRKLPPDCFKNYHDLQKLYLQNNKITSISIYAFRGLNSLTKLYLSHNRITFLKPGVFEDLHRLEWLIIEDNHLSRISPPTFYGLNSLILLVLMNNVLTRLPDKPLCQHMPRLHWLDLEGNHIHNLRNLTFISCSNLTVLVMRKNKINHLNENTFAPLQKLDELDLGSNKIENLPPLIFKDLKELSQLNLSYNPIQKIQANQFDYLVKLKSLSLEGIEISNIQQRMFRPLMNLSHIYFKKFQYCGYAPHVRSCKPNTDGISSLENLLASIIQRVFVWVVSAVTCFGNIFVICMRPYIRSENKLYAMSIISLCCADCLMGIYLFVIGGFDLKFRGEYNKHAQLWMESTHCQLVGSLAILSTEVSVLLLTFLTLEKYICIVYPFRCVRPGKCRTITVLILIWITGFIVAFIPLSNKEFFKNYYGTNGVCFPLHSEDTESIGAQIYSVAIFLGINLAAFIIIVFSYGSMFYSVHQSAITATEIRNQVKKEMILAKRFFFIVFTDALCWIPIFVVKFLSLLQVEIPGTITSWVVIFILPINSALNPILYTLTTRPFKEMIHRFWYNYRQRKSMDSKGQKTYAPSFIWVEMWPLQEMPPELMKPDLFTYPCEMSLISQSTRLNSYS
#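 HEK293T cells stably expressing RXFP1 were pretreated with the PDE4 inhibitor Ro 20174, exposed to compounds for 30 min at 37C, lysed, and cAMP was read by TR-FRET. Data normalized to buffer (basal) and 29 nM porcine relaxin (100%).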
# mIDH1 inhibitor – blocks human mutant IDH1 R132H enzyme; O75874; IDH1-R132H enzyme, NADPH consumption, diaphorase/resazurin fluorescence; Potency, µM (top dose mostly 76.6 µM), without a hit: at the highest dose activity change, negative = inhibition, most hits filed as inhibitors; 390,000 compounds, 0.093% hits; further: potency means the concentration at half of the fitted maximal effect; on the % scale 0 is the no-effect control and ±100 the full control effect; nearly all actives have a fitted effect of over 65% in size
#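 IDH1-R132H (0.5 ug/mL dispensed) in pH 7.5 Tris buffer was preincubated 30 min with compound, then given a substrate mix of 0.016 mM NADPH and 2 mM alpha-KG for 80 min at room temperature; remaining NADPH was read by diaphorase/resazurin fluorescence.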
# LDHA block – LDHA (human) enzyme inhibition. P00338. purified LDHA, NADH/diaphorase-resazurin fluorescence; stronger effect = lower value. activity change, % (values are at about 110 or 230 µM). 480,000 compounds, 0.15% hits. AID 1347041; in the data active means activity change below about -30%; inconclusive means mostly about -25% to -30%;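 further: plate controls were DMSO wells for no effect and wells without enzyme for full effect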
#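 LDH5 2 nM; NADH 0.06 mM, pyruvate 0.2 mM; 200 mM Tris pH 7.4, EDTA, Tween-20; 5 min RT. Detection: diaphorase 0.133 mg/mL + resazurin 37 µM, fluorescence ex540/em590 at 0 and 20 min; normalized to enzyme-free and DMSO wells.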
# Vif-APOBEC3G blk – Vif-A3G binding inhibition; Q9HC16; HeLa A3G-eYFP + Vif (tagged APOBEC3G with the HIV-1 protein that degrades it), YFP fluorescence, overnight; Potency, µM (titrated, usually from 46.1 µM), without a hit: at the highest dose activity, negative = active, actives largely listed as inhibitors; 410,000 compounds, 0.076% hits;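 further: potency means the concentration at half of the fitted maximal effect; on the % scale 0 is the no-effect control and ±100 the full control effect; nearly all actives have a fitted effect of over 60% in size; hits raise eYFP signal because A3G escapes Vif-driven loss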
#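 HeLa cells stably expressing Vif and C-terminally eYFP-tagged A3G, seeded overnight at 37 deg C, then exposed to compound by pintool overnight at 37 deg C. Rise in yellow fluorescence (Ex 488/Em 500-530, Acumen) marks blocked Vif-driven A3G degradation.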
# The depositor's hits bear a star; ? = inconclusive; . = no result given; & = joins results of further samples; [ ] = remark or other dose. Unless noted, the call rests on the fitted dose curve; in most records, active means well fitted curve in the direction sought with a large enough effect; inconclusive means small, poorly fitted or top-dose-only effect, or another doubt; inactive means no such curve, though single readings can be large; an effect the other way counts as inactive or inconclusive.
nr	molecule	TrxR1 substrate	Vif-A3F inh	mIDH1 inhibitor	GRP78 ERSR act	LDHA block
1	O=c1ccc2ccc(Oc3ccc(Cl)cc3[N+](=O)[O-])cc2o1	-11%[57.1 µM]	1%	2%	1%	2
2	Cc1ccc(C(=O)OCc2cc(=O)n3nc(CC(C)C)sc3n2)cc1	-2%[57.1 µM]	3%	2%	-3%	-7
3	CCOC(=O)c1sc(S(C)=O)c2c1CCc1conc1-2 (stereo not drawn)	1%	-2%	17%	-1%	7
4	Cc1ccc(-n2c(C)cc(/C=C3\NC(=O)NC3=O)c2C)c(C)c1	4%[57.1 µM]	9%	-20%	2%	-2
5	CCC(=O)N1c2ccccc2NC2=C(C(=O)CCC2)C1c1cccnc1 (stereo not drawn)	-11%	-7%	9%	-3%	-3
6	Nc1nc(N)c2sc3nc(C(F)(F)F)cc(C(F)(F)F)c3c2n1	-10%	-1%	-1%	6%	-6
7	Cc1nn(-c2ccc(N3CCCCC3)nn2)c(C)c1CCC(=O)Nc1ccc(F)cc1	-3%	3%	3%	-1%	-1
8	CCOC(=O)N1CCN(C(=O)c2cccc(NS(=O)(=O)c3ccc(F)c(F)c3)c2)CC1	-1%	-5%	6%	-3%	-4
9	O=[N+]([O-])c1c(Nc2ccc(Br)cc2)ccc2nonc12	13%[57.1 µM]	11%	2%	-4%	-9
10	CC1=C(C(=O)N2CCOCC2)CC(CC(=O)NCc2cccc3ccccc23)C(=O)N1Cc1ccccc1 (stereo not drawn)	.	-7%	-6%	0%	-5
11	CN(CC(O)COc1ccccc1F)C1CCCCC1 (stereo not drawn)	-8%	0%	5%	-4%	1
12	COc1ccc(N2C(=O)C3CCCCC3C2=O)cc1NC(=O)c1ccccc1 (stereo not drawn)	-16%	12%	-3%	-3%	-4

nr	Vif-APOBEC3G blk	RXFP1 agonist	USP1-UAF1 inh	PI4K2A block
1	6%	-1.1%	-13%	5
2	1%	-1.1%	-4%	4
3	0%	3.2%	-17%	-6
4	0%	0.3%	-19%	-1
5	-6%	2.8%	0%	-8
6	-5%	7.0%	-22%	4
7	2%	6.2%	-26%	-3
8	-1%	4.7%	0%	0
9	0%	0.8%	-16%	4
10	-1%	.	?	1
11	3%	-0.8%	-13%	-4
12	-5%	-1.0%	-11%	0

# The results go on.
nr	molecule	TrxR1 substrate	Vif-A3F inh	mIDH1 inhibitor	GRP78 ERSR act	LDHA block
13	CCN(CC)C(=O)[C@H]1CC(CC(=O)NCc2ccc(OC)c(OC)c2)C(=O)N2CCc3c([nH]c4ccccc34)[C@]12C (stereo partly drawn)	0%	3%	4%	0%	-12
14	Clc1ccc(-n2ncc3c(NCc4ccc5c(c4)OCO5)ncnc32)cc1	24%[57.1 µM]	8%	7%	-5%	-7
15	CC(C)(C)c1ccc(NC(=O)CSc2nnc3scc(-c4ccccc4)n23)cc1	5%	.	.	.	-6
16	O=C(CCn1cccn1)NCc1ccc(Cl)cc1	11%[57.1 µM]	2%	-4%	-5%	-2
17	COc1ccc(-c2nc3ccccc3c(=O)n2CCOc2cc(C)ccc2C)cc1	5%	-2%	9%	-4%	-2
18	c1ccc(CSc2ccc(-c3ccc4c(c3)OCO4)nn2)cc1	-19%	7%	8%	6%	-5
19	COc1cc(C2/C(=C(\O)c3ccc4c(c3)OCCO4)C(=O)C(=O)N2CCN2CCOCC2)cc(OC)c1OC (stereo not drawn)	-14%	0%	1%	-3%	-4
20	Cc1ccc(N2C(=O)N(CC(=O)Nc3cccc(C)c3C)C(=O)C2C)cc1 (stereo not drawn)	-2%	-6%	3%	-1%	-11
21	Cc1ccc(S(=O)(=O)N2CC3(C)CN(S(=O)(=O)c4ccc(C)cc4)CC(C)(C2)C3=O)cc1	2%	-7%	10%	-3%	5
22	CCOC(=O)C1=C(C)NC(SCC(=O)Nc2cc(C)on2)=C(C#N)C1c1cccs1 (stereo not drawn)	4%	-11%	0%	-3%	-1
23	Cc1c(C(N)=O)sc2ncn(CCOc3ccccc3)c(=O)c12	-11%	0%	-1%	-7%	-1
24	CC(C(=O)NC1CCCC1)N1C(=O)c2cccc3cccc1c23 (stereo not drawn)	-6%	2%	-5%	-2%	1

nr	Vif-APOBEC3G blk	RXFP1 agonist	USP1-UAF1 inh	PI4K2A block
13	-1%	.	-6%	0
14	-5%	?	12%	9
15	.	3.3%	?	-3
16	4%	1.2%	-15%	-3
17	1%	4.1%	-19%	-1
18	-5%	-1.7%	-2%	-1
19	-1%	-1.5%	0%	-2
20	-1%	-1.9%	-9%	-12
21	1%	1.6%	-3%	-1
22	-5%	-0.4%	-3%	1
23	-1%	2.9%	-8%	2
24	-6%	6.6%	-2%	-2

# Part of the list above, screen by screen.
13	CCN(CC)C(=O)[C@H]1CC(CC(=O)NCc2ccc(OC)c(OC)c2)C(=O)N2CCc3c([nH]c4ccccc34)[C@]12C (stereo partly drawn)
14	Clc1ccc(-n2ncc3c(NCc4ccc5c(c4)OCO5)ncnc32)cc1
15	CC(C)(C)c1ccc(NC(=O)CSc2nnc3scc(-c4ccccc4)n23)cc1
16	O=C(CCn1cccn1)NCc1ccc(Cl)cc1
17	COc1ccc(-c2nc3ccccc3c(=O)n2CCOc2cc(C)ccc2C)cc1
screen / no.,13,14,15,16,17
TrxR1 substrate,0%,24%[57.1 µM],5%,11%[57.1 µM],5%
Vif-A3F inh,3%,8%,.,2%,-2%
mIDH1 inhibitor,4%,7%,.,-4%,9%
GRP78 ERSR act,0%,-5%,.,-5%,-4%
LDHA block,-12,-7,-6,-2,-2
Vif-APOBEC3G blk,-1%,-5%,.,4%,1%
RXFP1 agonist,.,?,3.3%,1.2%,4.1%
USP1-UAF1 inh,-6%,12%,?,-15%,-19%
PI4K2A block,0,9,-3,-3,-1

# Remaining list, next part
nr	molecule	TrxR1 substrate	Vif-A3F inh	mIDH1 inhibitor	GRP78 ERSR act	LDHA block
25	CC(=O)c1cc2c(cc1NC(=O)CN1CCCCC1C)OCO2 (stereo not drawn)	8%	0%	2%	-5%	-16
26	Cc1ccc(O)c(NC(=O)c2ccc3c(c2)C(=O)N(CC(C)C)C3=O)c1	1%	8%	3%	6%	0
27	C=CCc1cccc2cc(C(=O)NNC(=O)c3ccncc3)c(=O)oc12	-10%	-4%	-7%	-1%	-1
28	CCNC(=O)NC(=O)COC(=O)c1ccccc1SCC(=O)NC(=O)NCC	57%[activator]	-3%	27%	-12%	-1
29	CCOc1ccccc1CNC(=O)CCC(=O)N1Cc2ccccc2Oc2ncccc21	-1%	-2%	-10%	-2%	-8
30	O=C(Nc1cccc(F)c1)C1CCCN1S(=O)(=O)c1cccc2cccnc12 (stereo not drawn)	-4%	-10%	3%	-1%	-1
31	Cc1cc(C)n(C(=O)c2ccc(C)c(Br)c2)n1	-12%	1%	-11%	-2%	-10
32	COc1ccc([N+](=O)[O-])cc1NC(=O)CSc1nncn1-c1ccccc1	-5%	2%	18%	-1%	-10
33	O=C1CCNCCN1[C@H](CO)Cc1ccccc1	3%&6%	1%	16%	-3%&-4%	0
34	COc1ccc(N(CC(=O)N2CCN(Cc3ccccc3)CC2)S(C)(=O)=O)cc1	2%	6%	3%	-3%	-4
35	Clc1ccc(CSc2snnc2-c2ccccc2)c(Cl)c1	-4%	1%	2%	6%	-4
36	FC(F)(F)c1ccc(CSc2ccccn2)cc1	-8%	9%	6%	6%	-2

nr	Vif-APOBEC3G blk	RXFP1 agonist	USP1-UAF1 inh	PI4K2A block
25	-1%	1.8%	2%	-2
26	-6%	-2.7%	-19%	-5
27	2%	-2.4%	-19%	-2
28	-8%	0.9%	-3%	-28
29	-8%	-0.1%	-3%	-1
30	3%	1.8%	-20%	-2
31	-1%	3.4%	-6%	0
32	-4%	-0.7%	-9%	3
33	0%&-3%	1.2%	-7%	-1
34	-1%	-0.1%	-5%	3
35	1%	2.8%	-10%	3
36	4%	-1.6%	-11%	0

# (cont.)
nr	molecule	TrxR1 substrate	Vif-A3F inh	mIDH1 inhibitor	GRP78 ERSR act	LDHA block
37	Cc1nc2ccc(Cl)cc2c(-c2ccccc2)c1C(=O)N(C)C	8%	8%	-9%	-2%	2
38	COC(=O)C(NC(=O)c1ccccc1)(Nc1nc(C)cs1)C(F)(F)F (stereo not drawn)	4%	-9%	2%	4%	3
39	CCOc1ccc(Cl)cc1-c1cc(C(=O)NC2CCCCC2)[nH]n1	.	.	.	0%	-6
40	COc1ccc(N(C(=O)Cn2nnc3ccccc32)C(C(=O)NCc2ccco2)c2ccc(C)o2)cc1 (stereo not drawn)	3%[57.1 µM]	-12%	7%	3%	1

nr	Vif-APOBEC3G blk	RXFP1 agonist	USP1-UAF1 inh	PI4K2A block
37	-2%	5.7%	-20%	-4
38	0%	0.7%	-2%	-1
39	-4%	.	.	2
40	0%	2.4%	-3%	-1

# The list is partial; the hit share may differ from the screen's.
